tuberculosis growth: growth inhibition of non-replicating M. tuberculosis (AID 488890); Mycobacterium tuberculosis non-replicating, growth inhibition; higher % means a stronger effect; one-dose inhibition, % at 25 µM; IC50 in µM for titrated hits; hit rate 0.39% among 320,000; in the data active = a potency from the dose series; inconclusive = inhibition mostly from about 82% at the one dose, without a potency; inactive = the rest, 99 in 100 with inhibition below about 76%;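 also: plate controls were DMSO cells for no effect and high antibiotic wells for full effect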
Salmonella PhoP GFP: PhoP regulon inhibitors, Salmonella typhi PhoP promoter GFP reporter, confirmatory (AID 1850); inhibition, % at 50 µM, or IC50 in µM where a hit was titrated; Salmonella Typhi PhoP-promoter GFP reporter, fluorescence, 4 h; higher % means a stronger effect; hit rate 0.33% among 310,000; in the data active = a potency from the dose series; inconclusive = inhibition mostly from about 25% at the one dose, without a potency; inactive = the rest, 99 in 100 with inhibition below about 19%;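 also: 0% = induced wells with vehicle and 100% = uninduced wells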
VEEV TC-83 Vero: inhibitors of VEEV TC-83 cytopathic effect, confirmation, Vero cells (AID 588727); Vero cells, VEEV TC-83 cytopathic effect inhibition; higher % means a stronger effect; one-dose inhibition, % at 20 µM; IC50 in µM for titrated hits; hit rate 0.13% among 350,000; in the data active = a potency from the dose series; inconclusive = inhibition mostly from about 14% at the one dose, without a potency; inactive = the rest, 99 in 100 with inhibition below about 12%; also: strong numbers were not always called active
H37Rv inhibition: M. tuberculosis growth inhibition, HTS (AID 449762). M. tuberculosis H37Rv growth inhibition, 7H9 media; higher % means a stronger effect. one-dose inhibition, % at 25 µM; IC50 in µM for titrated hits. hit rate 0.59% among 330,000; in the data active = a potency from the dose series; inconclusive = inhibition above about 70% without an active follow-up result;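 also: bacterial growth assessed after seven days of incubation; strong numbers were not always called active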
H1N1 NS1A inhibition: H1N1 influenza NS1A inhibitors, functional cell based assay (AID 504329) | inhibition, % at 12.5 µM; hits with a dose series show IC50 in µM | NS1A functional cell-based assay, percent inhibition; higher % means a stronger effect | hit rate 0.3% among 340,000; in the data active = a potency from the dose series; inconclusive = inhibition above about 27% without an active follow-up result; also: strong numbers were not always called active
VEEV TC-83 Vero 10K pilot screen: second read-out of VEEV TC-83 Vero, no call of its own (marks repeat the call); inhibition, %; measured here: 10K pilot screen inhibition
The depositor's hits bear a star; i = inactive; ? = inconclusive; nt = no result given.

SMILES | tuberculosis growth | Salmonella PhoP GFP | VEEV TC-83 Vero | H37Rv inhibition | H1N1 NS1A inhibition | others
Cc1cc(C)c(-c2csc(NC(=O)/C=C/c3cccs3)n2)c(C)c1 | ? | -7% | 23µM* | ? | 1%
Cc1cc(NC(=O)Cn2nnc3sc4c(c3c2=O)CCCC4)no1 | nt | -6% | i | 4% | 24%
O=C(c1ccccc1)c1cccn1CC(=O)N1CCN(c2ccc(F)cc2)CC1 | 12% | 4% | 1.0% | 1% | 12%
COc1ccc(-c2nnn(Cc3ccccc3)n2)cc1 | i | -6% | 3.1% | 4% | -3%
CC(=O)Nc1ccc(NC(=O)CSc2nc3ccccc3o2)cc1 | -11% | -3% | i | -12% | 0%
COc1ccc([C@H]2CC(=O)C=C(c3cc(C(F)(F)F)cc(C(F)(F)F)c3)C2)cc1 | 2% | nt | 1.9% | 15% | -2%
CCCCc1ccc(NC(=O)N2CCN(c3cc(C)nc4ccccc34)CC2)c(C)c1 | 49% | -4% | 6.2% | 27% | 1%
CCOc1ccc(/C=N/n2nnnc2N)cc1O | -4% | 14% | 1.9% | -13% | 11%
COc1ccc(-c2nc3ccccc3c(=O)n2NC(=O)Cc2ccccc2)cc1 | -18% | -1% | 0.5% | 1% | -6%
O=c1oc2ccccc2c2c1C(O)CO2 (centres undefined) | -13% | 3% | i | -4% | 2%
CCN(CC)C(=O)c1ccc(N(Cc2ccccc2)S(C)(=O)=O)cc1 | -14% | -7% | 0.3% | -11% | -1%
COc1ccc(NC(=O)NNc2cc(N3CCOCC3)nc(N3CCOCC3)n2)cc1 | 14% | -8% | 1.1% | 4% | 5%
Cc1ccc(CN2C(=O)S/C(=C\c3ccccc3OCC(=O)O)C2=O)cc1 | 6% | 18% | 3.2% | 1% | 1%
Cc1ccccc1NC(=O)COC(=O)c1cc(=O)c2ccccc2o1 | -12% | -7% | nt | 1% | nt
CN(C(=O)C1CCCO1)c1nnc(-c2ccccn2)s1 (centres undefined) | -4% | 11% | 1.5% | -6% | 18%
OC(CCN1CC2CCC(CC2)C1)(Cc1ccccc1)c1ccco1 (centres undefined) | nt | nt | 3.1% | nt | 6%
COc1ccc(C2C(C#N)=C(N)SC(N)=C2C#N)cc1OC | -5% | 1% | 1.2% | 3% | -16%
CC(=O)Nc1ccc(S(=O)(=O)NCC2CCC(C(=O)N3CC(C)CC(C)C3)CC2)cc1 (centres undefined) | 0% | 0% | 1.6% | 2% | -3%
O=C(COC(=O)c1ncc(Cl)c(Cl)c1Cl)c1ccc(Cl)s1 | 36% | -22% | 1.5% | 2% | 5%
CC1/C(=N/O)CC(c2ccccc2)N(C)C1c1ccccc1 (centres undefined) | 5% | -1% | i | -6% | -5%
O=C(/C=C/c1cccnc1)c1ccc(F)c(F)c1 | 69% | 5% | 5.0% | ? | 1%
CCOC(=O)N1CCC(N(CCCOC)C(=O)Nc2ccc(CC)cc2)CC1 | 18% | -12% | 4.2% | -12% | 6%
Cc1ccc(CNC(=O)c2oc3ccc(S(=O)(=O)N4CCC5(CC4)OCCO5)cc3c2C)cc1 | 22% | -4% | 5.1% | -6% | 8%
Cc1c(CN2CCCCC2C)c(=O)n(-c2ccccc2)n1C (centres undefined) | -9% | -4% | 2.3% | -5% | 2%
O=C(Nc1ccccc1-c1nnc(SCc2ccc(Cl)cc2Cl)o1)c1ccccc1 | -2% | -5% | 1.5% | 26% | -3%
CC(NC(=O)c1cccs1)C(c1cccs1)N1CCOCC1 (centres undefined) | -3% | 0% | i | -2% | -4%
Cc1c(Cl)ccc2c(C(=O)NCCCn3nccc3C)cc(-c3ccccn3)nc12 | 21% | -4% | 6.6% | -1% | 24%
COc1ccc(/C(C)=N/Nc2cc(C(F)(F)F)ccc2Cl)c(OC)c1 | -18% | -3% | nt | ? | nt
COc1ccccc1-c1noc(COC(=O)c2ccc(Br)o2)n1 | ? | nt | 0.5% | 64% | -6%
COc1ccc(S(=O)(=O)Nc2ccccc2)cc1 | -12% | 4% | 1.0% | -2% | -20%
Cc1ccc(NC(=S)N=Nc2c(O)[nH]c3ccccc23)cc1 | 0% | -2% | 7.7% | 70% | 5%
O=C(CCN1CCOCC1)NNC(=O)c1ccc(Cl)c([N+](=O)[O-])c1 | 11% | nt | i | -4% | 1%
Cc1ccc(OCC(=O)O/N=C(\N)Cc2cccs2)cc1C | nt | 6% | i | -1% | -1%
CC(C)(C)c1ccc(NC(=S)NCCc2ccccn2)cc1 | ? | 3% | 5.5% | -3% | -1%
CC(C)(O)/C=C/C[C@](C)(O)C1CC[C@]2(C)C1[C@H](O[C@H]1O[C@@H](CO)[C@H](O)[C@@H](O)[C@@H]1O)CC1[C@@]3(C)CC[C@H](O)C(C)(C)C3[C@@H](O)C[C@]12C (some centres undefined) | 1% | nt | 0.8% | 4% | -7% | VEEV TC-83 Vero 10K pilot screen=0.2
Cn1c(CCc2ccccc2)nnc1SCC(N)=O | -10% | -3% | 0.3% | 1% | -97%
CCCC(CCC(=O)NC1CCCCC1)C(=O)O (centres undefined) | -3% | -1% | i | -8% | 2%
CC(C)S(=O)(=O)c1csc(NC(=O)Nc2cc(Cl)ccc2Cl)c1Cl | 29% | 3% | 7.4% | 8% | -18%
Cc1ccc(NC(=S)N2CCSC2c2cccs2)cc1 (centres undefined) | 10% | 8% | 2.7% | -4% | 11%
COc1ccc(Oc2cc(NN3CCCCC3)c([N+](=O)[O-])cc2[N+](=O)[O-])cc1OC | 9% | -12% | 2.0% | -4% | 14%
Cc1ccc(/C=N/NC(=O)c2cc(C3CC3)nc3ccccc23)o1 | 26% | 4% | i | 9% | 5%
CC(C)(C)c1ccc(/C=C/C(=O)Nc2nncs2)cc1 | 9% | -1% | i | 5% | -2%
CNS(=O)(=O)c1cc(NC(=O)CCCNC(=O)c2ccc(Cl)cc2)ccc1C | 3% | 11% | 0.7% | -1% | -4%
Cc1cc(C)nc(N(C#N)Cc2ccc(Br)cc2)n1 | 14% | -1% | i | -6% | -12%
O=C(Nc1cc(C(F)(F)F)ccc1Cl)c1cc2nc3c(c(C(F)(F)F)n2n1)CCCC3 | nt | -2% | 1.2% | -1% | -1% | VEEV TC-83 Vero 10K pilot screen=0.8
Cc1cc(=O)[nH]c(SCC2COC3(CCCCC3)O2)n1 (centres undefined) | 7% | 0% | 3.1% | -7% | 1%
Cc1ccc2nc(Cl)c(C3CC(c4cccs4)=NN3S(C)(=O)=O)cc2c1 (centres undefined) | -10% | -3% | 0.8% | -2% | 7%
CSc1ccccc1C(=O)C1CCCN(Cc2ccncc2)C1 (centres undefined) | 1% | 1% | 0.4% | 0% | 8%
COC(=O)C1C(=O)NCC1c1ccccc1 (centres undefined) | -9% | -2% | 5.1% | -2% | -16%
CC1CN(C(=S)SCC(=O)c2ccc(Cl)cc2)CC(C)O1 (centres undefined) | ? | 1% | 1.8% | ? | -5%

(continued)
SMILES | tuberculosis growth | Salmonella PhoP GFP | VEEV TC-83 Vero | H37Rv inhibition | H1N1 NS1A inhibition | others
C=CCC[C@H](Cc1ccc(F)cc1)C(=O)OC[C@@H](C)NC(=O)[C@H](CC=C)CC(=O)NCCO | -1% | nt | i | 7% | -5%
Cc1ccccc1-n1nnnc1SCC(=O)NCC1CCCO1 (centres undefined) | -12% | -5% | 0.2% | -8% | 0%
C=CCc1cc(Cl)ccc1OCCN1CC(C)OC(C)C1 (centres undefined) | 26% | -16% | i | -1% | 7%
COc1c(Cl)cc(Cl)cc1/C=C/C(=O)c1ccc(NC(=O)c2cccs2)cc1 | 79% | 2% | 1.0% | nt | 3%
CN(CCCC(=O)NCc1ccco1)S(=O)(=O)c1ccccc1 | -3% | 1% | i | -5% | -15%
CCOc1cc(C(=S)N2CCCCC2)ccc1OCC(=O)NCc1ccccc1 | 11% | -1% | i | 24% | 1%
O=C(c1ccc2c(c1)OCO2)C1CCCN(Cc2c(F)ccc(F)c2F)C1 (centres undefined) | 57% | 3% | 2.6% | 4% | 1%
Cc1cc(=O)n2ccsc2n1 | nt | -4% | 0.6% | 0% | 21%
O=C(O)CN1CCCCC1 | -1% | 4% | i | -10% | 0%
CC1CCN(CCCNC(=O)C2CC(=O)N(CCc3ccccc3)C2)CC1 (centres undefined) | -5% | 5% | i | -5% | -4%
Cn1nnc2c[n+](CC(=O)c3ccc(Cl)cc3)cc(Br)c21 | 11% | 15% | 5.5% | -3% | nt
CCOC(=O)c1sc2nc(CC(C)C)c3c(c2c1N)CCC3 | -10% | -23% | 0.7% | 3% | 7%
Cn1c(CN2CCN(C(=O)COc3ccccc3)CC2)nc2cc([N+](=O)[O-])ccc21 | 1% | -7% | i | 3% | -10%
O=C1C2CCCN2C(c2ccc(Cl)cc2)N1c1nccs1 (centres undefined) | -5% | -8% | 2.7% | -10% | -1%
CC1CCCCC1NC(=O)Cn1cc([N+](=O)[O-])ccc1=O (centres undefined) | -13% | nt | 0.3% | -12% | -6%
CN(CC(=O)Nc1ccccc1C(F)(F)F)C(=O)c1cc2c(s1)CCCCC2 | 11% | -11% | 7.3% | 3% | 8%
CCc1cc(C(=O)OC)c(NC(=O)c2cc(Br)cs2)s1 | 10% | 5% | 2.7% | -1% | -12%
CCOC(=O)C1(O)CSc2nc3sc(C(=O)O)c(C)c3c(=O)n21 (centres undefined) | 1% | 14% | i | -2% | -3%
COc1c(C(=O)N2CCCC2)ccc2ccccc12 | -7% | 26% | 4.7% | 1% | -1%
O=C(Nc1cccc(O)c1)c1ccc([N+](=O)[O-])cc1Cl | 10% | -1% | i | -2% | -3% | VEEV TC-83 Vero 10K pilot screen=0.8
Cc1ccc(N2CCN(/N=C/c3cccs3)CC2)cc1 | 0% | 3% | 0.6% | -3% | 17%
Cc1cccc(C(=O)NNC(=O)c2ccc(NS(=O)(=O)c3cccs3)cc2)c1C | 38% | nt | 2.4% | -2% | -4%
COc1ccc(S(=O)(=O)N2CCCCC2)cc1NC(=O)CCCOc1ccccc1 | 7% | nt | 1.1% | -8% | -18%
Cc1ccccc1-c1nc(CSc2nc3c(c(=O)[nH]2)CCC3)c(C)o1 | -3% | -10% | 3.0% | -3% | -34%

Some of these compounds in order of SMILES length, high to low.
SMILES | tuberculosis growth | Salmonella PhoP GFP | VEEV TC-83 Vero | H37Rv inhibition | H1N1 NS1A inhibition | others
Cn1c(CN2CCN(C(=O)COc3ccccc3)CC2)nc2cc([N+](=O)[O-])ccc21 | 1% | -7% | i | 3% | -10%
Cc1cccc(C(=O)NNC(=O)c2ccc(NS(=O)(=O)c3cccs3)cc2)c1C | 38% | nt | 2.4% | -2% | -4%
CN(CC(=O)Nc1ccccc1C(F)(F)F)C(=O)c1cc2c(s1)CCCCC2 | 11% | -11% | 7.3% | 3% | 8%
COc1ccc(S(=O)(=O)N2CCCCC2)cc1NC(=O)CCCOc1ccccc1 | 7% | nt | 1.1% | -8% | -18%
Cc1ccccc1-c1nc(CSc2nc3c(c(=O)[nH]2)CCC3)c(C)o1 | -3% | -10% | 3.0% | -3% | -34%
CCOC(=O)C1(O)CSc2nc3sc(C(=O)O)c(C)c3c(=O)n21 (centres undefined) | 1% | 14% | i | -2% | -3%
CC1CCN(CCCNC(=O)C2CC(=O)N(CCc3ccccc3)C2)CC1 (centres undefined) | -5% | 5% | i | -5% | -4%
O=C(Nc1cccc(O)c1)c1ccc([N+](=O)[O-])cc1Cl | 10% | -1% | i | -2% | -3% | VEEV TC-83 Vero 10K pilot screen=0.8
CC1CCCCC1NC(=O)Cn1cc([N+](=O)[O-])ccc1=O (centres undefined) | -13% | nt | 0.3% | -12% | -6%
CCc1cc(C(=O)OC)c(NC(=O)c2cc(Br)cs2)s1 | 10% | 5% | 2.7% | -1% | -12%
Cc1ccc(N2CCN(/N=C/c3cccs3)CC2)cc1 | 0% | 3% | 0.6% | -3% | 17%
COc1c(C(=O)N2CCCC2)ccc2ccccc12 | -7% | 26% | 4.7% | 1% | -1%
Cc1cc(=O)n2ccsc2n1 | nt | -4% | 0.6% | 0% | 21%
O=C(O)CN1CCCCC1 | -1% | 4% | i | -10% | 0%
